Screening results deposited in PubChem BioAssay by National Center for Advancing Translational Sciences (NCATS).
KDM4E inh: inhibitors of human JMJD2E histone demethylase. B2RXH2. JMJD2E catalytic domain, FDH-coupled NADH fluorescence (FDH is formaldehyde dehydrogenase). Potency, µM (series often up to 57.1 µM), without a hit: at the highest dose activity change, negative = inhibition, actives largely listed as inhibitors. 230,000 compounds, 1.6% hits. AID 2147; active = well fitted inhibition curve with a large enough effect, not every such curve was filed as active; inconclusive = small, poorly fitted or top-dose-only effect, or another doubt; inactive = no such curve, though single readings can be large or run the other way;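 also: 0% = wells with enzyme and -100% = buffer wells without enzyme; nearly all actives have a fitted effect of over 50% in size; many of its hits are not listed in these tables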
RGS12 GoLoco inh: inhibitors of human Gai1-RGS12 GoLoco interaction (red fluorophore); P63096; Gai1:RGS12 GoLoco peptide FP, rhodamine, 10 min; Potency, µM (highest dose often 61.6 µM), inactives show top-dose activity, negative = inhibition, most hits filed as inhibitors; 230,000 compounds, 0.44% hits; active = well fitted inhibition curve with a large enough effect, not every such curve was filed as active; inactive = no such curve, though single readings can be large or run the other way; also: % is scaled to controls: 0 for no effect and ±100 for the full control effect; nearly all actives have a fitted effect of over 30% in size; many of its hits are not listed in these tables
Target sequence (P63096 whole entry, looked up): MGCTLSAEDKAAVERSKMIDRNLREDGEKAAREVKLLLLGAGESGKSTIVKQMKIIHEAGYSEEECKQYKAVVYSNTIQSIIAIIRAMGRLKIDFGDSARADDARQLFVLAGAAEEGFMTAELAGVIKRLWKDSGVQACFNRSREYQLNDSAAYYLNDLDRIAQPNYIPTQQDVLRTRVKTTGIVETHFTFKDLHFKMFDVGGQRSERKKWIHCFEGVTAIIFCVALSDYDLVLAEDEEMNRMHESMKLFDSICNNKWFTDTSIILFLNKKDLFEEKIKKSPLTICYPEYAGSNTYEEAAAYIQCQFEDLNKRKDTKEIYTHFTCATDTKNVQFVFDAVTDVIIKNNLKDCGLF
IMPase Li inh: membrane-permeable IMPase blocker, potentiated with lithium; AID 1457; Potency, µM (doses to about 59.4 µM), without a hit: at the top dose activity, negative = IMPase inhibition, hits mostly inhibitors; 210,000 compounds, 0.35% hits; CHO-M1 cells, IP1 TR-FRET (IP-One), carbachol + lithium;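 also: IP1 builds up when IMPase is blocked and the TR-FRET signal falls; plate controls were basal vehicle for no effect and high inhibitor control for full effect; nearly all actives have a fitted effect of over 50% in size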
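Lithium-sensitised IP1 accumulation assay; M1-expressing CHO cells treated 30 min at 37C with compound. Competitive antibody detection by time-resolved FRET followed a 10 min room-temperature lysis step.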
SMN2 splice enh: increases expression of the SMN2 splice variant; HEK293 SMN2-luciferase splicing reporter, luminescence, 30-36 h; Potency, µM (titrated, usually from 46.1 µM), without a hit: top-dose activity change, positive = activation, actives largely listed as activators; 210,000 compounds, 2.8% hits; also: % of control where 0% means no effect; nearly all actives have a fitted effect of over 55% in size
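HEK293 cells carry an SMN2 minigene-luciferase reporter in which exon 7 inclusion puts luciferase in frame. Cells were seeded at 2000 cells/well, attached for 10-12 hours, then exposed to compounds for 30-36 hours at 37C before ONE-Glo luminescence.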
RECQ1 inh: RECQ1 (human) helicase inhibition. P46063. RECQ1 DNA unwinding, red fluorescence kinetic read. Potency, µM (highest dose often 57.3 µM), for inactives: at the highest dose activity, negative = inhibition, usual class: inhibitors. 240,000 compounds, 0.54% hits. AID 2549;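 also: plate controls were vehicle for no effect and no enzyme for full effect; nearly all actives have a fitted effect of over 30% in size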
Target sequence (P46063 whole entry, looked up): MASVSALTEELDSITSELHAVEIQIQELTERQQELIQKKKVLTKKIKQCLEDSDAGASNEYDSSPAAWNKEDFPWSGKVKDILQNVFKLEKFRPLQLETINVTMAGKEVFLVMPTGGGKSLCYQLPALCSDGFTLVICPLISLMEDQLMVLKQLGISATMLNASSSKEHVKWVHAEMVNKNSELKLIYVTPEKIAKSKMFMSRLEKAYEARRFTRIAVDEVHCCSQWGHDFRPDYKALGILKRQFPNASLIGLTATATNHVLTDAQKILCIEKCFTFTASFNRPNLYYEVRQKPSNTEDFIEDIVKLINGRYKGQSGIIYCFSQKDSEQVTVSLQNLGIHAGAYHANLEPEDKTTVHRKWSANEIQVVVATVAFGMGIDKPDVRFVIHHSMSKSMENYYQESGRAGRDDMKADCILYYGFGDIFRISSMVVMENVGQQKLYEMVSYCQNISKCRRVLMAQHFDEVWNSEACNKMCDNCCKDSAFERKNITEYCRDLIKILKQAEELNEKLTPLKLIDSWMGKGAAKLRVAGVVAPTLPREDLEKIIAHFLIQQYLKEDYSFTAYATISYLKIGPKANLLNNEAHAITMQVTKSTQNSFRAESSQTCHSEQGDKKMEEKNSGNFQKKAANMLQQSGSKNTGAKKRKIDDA
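RECQ1T1 50 nM; forked duplex (20 bp + 30-nt ss tails) 200 nM, ATP 2 mM final; pH 8.0, 2 mM MgCl2, 2.5 ug/ml poly(dI-dC); 15 min compound preincubation; discontinuous kinetic read over 2 h at RT.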
Luc counter: counter-screen: inhibitors of Kinase-Glo firefly luciferase | AID 1379 | 200,000 compounds, 0.28% hits | Kinase-Glo luciferase, ATP luminescence, 8 min | Potency, µM (doses to about 38.3 µM), for the others: top-dose activity change, negative = inhibition, actives largely listed as inhibitors; also: % is scaled to controls: 0 for no effect and ±100 for the full control effect; nearly all actives have a fitted effect of over 60% in size
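Recombinant Kinase-Glo luciferase, 10 uM ATP (linear range), luciferin; imidazole pH 7.2 / KCl / MgCl2 / Tween / BSA buffer; 8 min RT; luminescence.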
NPSR antag: neuropeptide S receptor (human) antagonism, cAMP; Q6W5P4; CHO-NPSR cells, cAMP TR-FRET, antagonist mode; Potency, µM (doses to about 38.3 µM), without a hit: top-dose activity change, negative = inhibition, most hits filed as inhibitors; 220,000 compounds, 1% hits; AID 1461; also: % is scaled to controls: 0 for no effect and ±100 for the full control effect; nearly all actives have a fitted effect of over 50% in size; many of its hits are not listed in these tables
Epigenetic derep: epigenetic control regulation, reporter derepression | murine LDR cells, GFP reporter derepression, 30 h | Potency, µM (top dose mostly 53.9 µM), without a hit: top-dose GFP activation, hits mostly activators | 280,000 compounds, 0.2% hits | AID 1865; also: % of control where 0% means no effect; nearly all actives have a fitted effect of over 60% in size
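Readout is the number of GFP-expressing murine LDR cells, counted by cytometry following washing. Cells were treated with compound for 30 h at 37 C; the stably integrated CMV-GFP locus is normally silent.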
Numbers without * were called inactive; i = inactive; ? = inconclusive; nt = no result given; [ ] = another dose, or the depositor's remark. Unless noted, calls follow the shape of the dose curve; as a rule, active = well fitted curve in the direction sought with a large enough effect; inconclusive = small, poorly fitted or top-dose-only effect, or another doubt; inactive = no such curve, though single readings can be large; an effect the other way counts as inactive or inconclusive. Potency is read from the fitted curve at half-maximal effect. Some of the compounds tested, so the mix of outcomes need not match the whole.

SMILES | KDM4E inh | RGS12 GoLoco inh | IMPase Li inh | SMN2 splice enh | RECQ1 inh | Luc counter | NPSR antag | Epigenetic derep
O=C(COc1c(Br)cc(Br)c2cccnc12)N1CCc2ccccc2C1 | ? | 9% | ? | -21% | -13% | -6% | -8%[46.1 µM] | -1.2%
CC1=C(C(=O)OCC2CCCO2)C(c2cccc(O)c2)NC(=O)N1 (stereo unspecified) | 2% | 8% | -3%[38.3 µM] | ? | -1% | -3% | ? | 5.4%
Cc1cccc(/C=C\c2ccccc2)n1 | ? | 7% | 13% | nt | -4% | 11µM* | nt | 1.6%
CCC(C)(C)n1nnnc1C(c1ccc(O)c(OC)c1)N1CCc2ccccc2C1 (stereo unspecified) | ? | -18% | 2%[38.3 µM] | 6% | -3% | -2% | -10%[46.1 µM] | 1.1%
CCC(=O)N/C(=N/c1nc(C)cc(C)n1)Nc1cccc(OC)c1 | 3% | -4% | 7%[38.3 µM] | -19% | i | 0% | -14%[46.1 µM] | 3.5%
CC1(C)CN(c2ccccc2)N(Cc2ccc(F)cc2)C1=O | 5% | 6% | -1%[38.3 µM] | -13% | i | -1% | -9%[46.1 µM] | 11%
CCOc1ccccc1NC(=O)Nc1ccc(CC#N)cc1 | 2% | -11% | nt | nt | i | nt | 5%[7.67 µM] | -0.3%
COc1cc(/C=C2\N=C(c3c(-c4ccccc4)noc3C)OC2=O)ccc1OC(C)=O | 7% | 6% | -6% | -3% | 4% | -3% | 3% | 5.3%
Cn1c(=O)c2cnc(N3CCOCC3)nc2n(C)c1=O | 10% | -6% | -9%[38.3 µM] | -10% | 0% | -1% | -5%[46.1 µM] | -0.2%
COc1cc(NC(c2ccccc2)c2ccccc2)cc(OC)c1OC | -7% | 6% | 12% | ? | -3% | 4% | -53% | 0.0%
COc1cc(CNCCO)cc(Cl)c1OCc1ccc(Cl)cc1Cl | 3% | 160%[activator] | 30% | -75%[inhibitor] | i | -3% | ? | 0.9%
O=C(NC1CC1)c1cc(OCC(F)(F)F)ccc1OCC(F)(F)F | 5% | 10% | 4% | -1% | i | 2% | 1% | -2.9%
CC(=O)Nc1ccc(OCC(=O)NCc2ccc(C)cc2)cc1 | -10% | 18% | -2% | 4% | -4% | -5% | 17% | -0.2%
O=C(Nc1sc2c(c1C(=O)O)CCCCC2)c1cccs1 | -3% | 23% | -3% | ? | 2% | -6% | -26% | -0.3%
COc1cccc(OC)c1C(=O)NC(=S)N1CCOCC1 | -6% | 3% | 3% | 18% | 1% | -2% | 9% | -0.6%
CCOc1cc(Br)c(Br)c(C=Nc2ccc(NC(C)=O)cc2)c1O | 1% | 1% | -1% | -32%[inhibitor] | -10% | 2% | -12%[46.1 µM] | 1.3%
Cc1csc(Nc2ccccc2)n1 | 5% | 12% | -3% | 20% | -6% | 2% | 13% | 0.1%
COc1ccc(N2CS(=O)(=O)/C(=C/N(C)C)C2=O)cc1 | -5% | 11% | 7%[38.3 µM] | ? | i | -14% | 6%[46.1 µM] | 3.1%
CN1C=CC2=C(C#N)C(N)C(C#N)(C#N)[C@H](c3ccccc3)[C@H]2C1 (stereo partly specified) | ? | 13% | 5% | -45%[inhibitor] | 0% | 4% | 1%[46.1 µM] | 1.2%
Cc1ccc(C)c(N2CCN(C(=O)CCS(=O)(=O)c3cccc4nonc34)CC2)c1 | -4% | 7% | 7%[38.3 µM] | -84%[inhibitor] | -3% | 0% | -22%[46.1 µM] | 0.0%
COc1ccc(NC(=S)NC23CN4CN(CN(C4)C2)C3)cc1 | -5% | -5% | -4% | 16% | 9% | -2% | 14% | 2.6%
CC(C(=O)O)c1ccc2c(c1)[nH]c1ccc(Cl)cc12 (stereo unspecified) | -7% | 8% | -4% | -2% | -2% | -2% | nt | -1.3%
O=C(C1=C[C@H](c2ccc3c(c2)OCO3)C[C@H](OCc2ccc(CO)cc2)O1)N1CCN(Cc2ccc3c(c2)OCO3)CC1 | -1% | -6% | 11% | nt | i | nt | ? | 0.4%
CS(=O)(=O)N1CCC(C(=O)N2CCN(Cc3ccccc3)CC2)CC1 | 0% | -7% | 4% | -19% | 6% | 1% | 20% | -0.6%
COc1ccc(C2C(C(=O)NCC3CCCO3)c3cc(OC)c(OC)cc3C(=O)N2C)cc1OC (stereo unspecified) | -5% | 8% | 7% | 6% | -17% | 1% | -6%[46.1 µM] | -8.1%
Cn1c(=O)n(C)c2cc(NS(=O)(=O)c3cccs3)ccc21 | -8% | 4% | -3% | 14% | -4% | 9% | 2% | -4.8%
CC(C)c1nc(C#N)c(NN)o1 | 2% | -1% | nt | nt | -4% | nt | -3% | -1.0%
O=C(CSc1ccc(-c2ccccc2)nn1)c1ccccc1 | -3% | -65% | -3% | ? | -10% | 5% | -4% | -0.1%
COC(=O)[C@@]1(Cc2ccc(F)cc2)[C@H]2c3cc(C(=O)N4CCCC4)n(Cc4cc(C)n(C)n4)c3C[C@H]2CN1C(=O)c1ccccc1 | 7% | 1% | -4% | -3% | -7% | -1% | nt | 0.3%
CCOc1cc(C2C3=C(CCCC3=O)NC3=C2C(=O)CCC3)cc(Cl)c1O | ? | -20% | 14%[38.3 µM] | 0% | 3% | -3% | -21%[46.1 µM] | 3.0%
COc1ccc(CNC(NC(=O)c2ccccc2)(C(F)(F)F)C(F)(F)F)cc1 | 2% | -3% | 9% | -11% | -3% | -2% | -2%[46.1 µM] | 0.0%
O=C(CCc1ccc(S(=O)(=O)N2CCCCC2)cc1)c1nnc(-c2ccccc2)o1 | 1% | 8% | -3%[38.3 µM] | -6% | i | 2% | -16%[46.1 µM] | 2.4%
COC(=O)C(Cc1ccccc1)NC(=O)C(N)CC(=O)O (stereo unspecified) | 6% | 2% | 5% | -6% | 7% | -6% | nt | -0.3%
CCc1ccccc1NC(=O)c1ccoc1C | -7% | 6% | 4%[38.3 µM] | 1% | -8% | -1% | -9%[46.1 µM] | 0.9%
CCc1ccc(NC(=S)Nc2cccc3cnccc23)cc1 | ? | 20% | 1% | -38%[inhibitor] | -12% | 2% | -1% | 3.4%
c1ccc(Nc2ncnc3[nH]ncc23)cc1 | 1% | 2% | nt | nt | 2% | nt | 8% | 0.1%
COC(=O)c1ccc(NC(=O)CSc2nc3cccnc3n2C)cc1 | ? | 24% | 12% | -42%[inhibitor] | -8% | 0% | -5%[46.1 µM] | 0.0%
COc1cc2c(cc1OC)C(C)N(C(=S)Nc1ccccc1)CC2 (stereo unspecified) | -2% | nt | nt | nt | -4% | nt | 2%[46.1 µM] | 0.1%
COc1ccc(C(=O)CSc2nnc(NC(=O)C3CC(=O)N(c4ccccc4)C3)s2)cc1 (stereo unspecified) | -1% | 30% | 2% | 18% | -11% | 2% | -13% | -1.0%
O=C(Nc1ccccc1)N1CCn2c1nc1ccccc12 | 10% | 16% | 24%[38.3 µM] | ? | -4% | 3% | -16%[46.1 µM] | 2.3%

2 of the compounds above, with each value named.
> CCc1ccc(NC(=S)Nc2cccc3cnccc23)cc1
  KDM4E inh = ?
  RGS12 GoLoco inh = 20%
  IMPase Li inh = 1%
  SMN2 splice enh = -38%[inhibitor]
  RECQ1 inh = -12%
  Luc counter = 2%
  NPSR antag = -1%
  Epigenetic derep = 3.4%
> CCc1ccccc1NC(=O)c1ccoc1C
  KDM4E inh = -7%
  RGS12 GoLoco inh = 6%
  IMPase Li inh = 4%[38.3 µM]
  SMN2 splice enh = 1%
  RECQ1 inh = -8%
  Luc counter = -1%
  NPSR antag = -9%[46.1 µM]
  Epigenetic derep = 0.9%

Next part
SMILES | KDM4E inh | RGS12 GoLoco inh | IMPase Li inh | SMN2 splice enh | RECQ1 inh | Luc counter | NPSR antag | Epigenetic derep
CC(=O)Nc1cccc(NC(=O)C2CCCN2C(=O)Nc2cccc(C)c2)c1 (stereo unspecified) | -5% | 6% | 11%[38.3 µM] | -3% | -1% | 2% | ? | -1.1%
COc1ccc(NC(=O)C2CCCN2S(=O)(=O)c2ccc3c(c2)CCC(=O)N3)c(OC)c1 (stereo unspecified) | 0% | 24% | -3%[38.3 µM] | -29% | -7% | -3% | -8%[46.1 µM] | -0.2%
O=c1c2ccccc2oc2nc(-c3ccco3)n(CCc3ccccc3)c(=O)c12 | -8% | 3% | 7%[38.3 µM] | -9% | -4% | -5% | -7%[46.1 µM] | 0.9%
Cc1cc(C)nc(NC(=O)c2csnn2)c1 | -10% | -57% | -1% | 5% | 0% | -3% | 25% | -1.1%
O=C(/C=C/c1ccc(Cl)c([N+](=O)[O-])c1)Nc1ccc(N2CCCC2)cc1 | -13% | -15% | -4% | -23% | ? | 11% | -6% | -1.5%
O=C(NCCC1=CCCCC1)c1cccc2c1C(=O)N(C1CCCCC1)C2 | -4% | 4% | 10% | -9% | -1% | 10% | ? | -0.1%
N/C(=N\OC(=O)c1ccc(F)cc1)c1ccc(Br)cc1 | 3% | 10% | 11% | 19% | 4% | -3% | 2% | 2.7%
C/C=C(\C)C(=O)Nc1cccc(C2=NOC3(C2)C[C@@H](C(N)=O)N(C(=O)c2cc([N+](=O)[O-])cc([N+](=O)[O-])c2C)C3)c1 (stereo partly specified) | 2% | -6% | nt | nt | -10% | nt | 18% | -2.3%
O=C(O)/C=C/c1coc2ccc(F)cc2c1=O | ? | 10% | 5% | 1% | i | 3% | 11% | -1.9%
O=c1oc2ccccc2cc1N1CCOCC1 | -2% | 14% | -3% | 10% | -11% | 0% | 16% | 2.9%
CCCn1c(SCC(=O)NCc2ccccc2Cl)n[nH]c1=O | -1% | -10% | 4% | -19% | i | -1% | -4% | 3.0%
Cc1nc([N+](=O)[O-])c(N2CCN(Cc3ccccc3)CC2)n1Cc1ccccc1 | 1% | 7% | 23%[38.3 µM] | 11% | -8% | 1% | -17%[46.1 µM] | -0.2%
Cc1ccc(N=CC2=C(O)CC(c3ccccc3Cl)CC2=O)cc1 (stereo unspecified) | 4% | -1% | nt | nt | i | nt | 8% | 0.0%
O=C(CCOc1ccccc1)N1CCN(c2ccc(O)cc2)CC1 | ? | -1% | nt | nt | 2% | nt | -15% | 1.9%
CCCCc1c(O)nc(SCC(=O)Nc2ccc3c(c2)CCC3)[nH]c1=O | 9% | 8% | -2%[38.3 µM] | -6% | -8% | 10% | -20%[46.1 µM] | 1.1%
